# Salmonella PhoP GFP – PhoP regulon inhibitors, Salmonella typhi PhoP promoter GFP reporter, confirmatory (AID 1850). Salmonella Typhi PhoP-promoter GFP reporter, fluorescence, 4 h; higher % means a stronger effect. one-dose inhibition, % at 50 µM; IC50 in µM for titrated hits. 0.33% of 310,000 active; in the data active = a potency from the dose series; inconclusive = inhibition mostly from about 25% at the one dose, without a potency; inactive = the rest, 99 in 100 with inhibition below about 19%;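 note: 0% = induced wells with vehicle and 100% = uninduced wells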
# M. tuberculosis – growth inhibition of non-replicating M. tuberculosis (AID 488890). Mycobacterium tuberculosis non-replicating, growth inhibition; higher % means a stronger effect. inhibition, % at 25 µM; hits with a dose series show IC50 in µM. 0.39% of 320,000 active; in the data active = a potency from the dose series; inconclusive = inhibition mostly from about 82% at the one dose, without a potency; inactive = the rest, 99 in 100 with inhibition below about 76%;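 note: plate controls were DMSO cells for no effect and high antibiotic wells for full effect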
# influenza NS1A – H1N1 influenza NS1A inhibitors, functional cell based assay (AID 504329); NS1A functional cell-based assay, percent inhibition; higher % means a stronger effect; one-dose inhibition, % at 12.5 µM; IC50 in µM for titrated hits; 0.3% of 340,000 active; in the data active = a potency from the dose series; inconclusive = inhibition above about 27% without an active follow-up result; note: strong numbers were not always called active
# VEEV TC-83 Vero – inhibitors of VEEV TC-83 cytopathic effect, confirmation, Vero cells (AID 588727). Vero cells, VEEV TC-83 cytopathic effect inhibition; higher % means a stronger effect. inhibition, % at 20 µM, or IC50 in µM where a hit was titrated. 0.13% of 350,000 active; in the data active = a potency from the dose series; inconclusive = inhibition mostly from about 14% at the one dose, without a potency; inactive = the rest, 99 in 100 with inhibition below about 12%; note: strong numbers were not always called active
# H37Rv inhibition – M. tuberculosis growth inhibition, HTS (AID 449762); inhibition, % at 25 µM, or IC50 in µM where a hit was titrated; M. tuberculosis H37Rv growth inhibition, 7H9 media; higher % means a stronger effect; 0.59% of 330,000 active; in the data active = a potency from the dose series; inconclusive = inhibition above about 70% without an active follow-up result;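 note: bacterial growth assessed after seven days of incubation; strong numbers were not always called active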
# VEEV TC-83 Vero 10K pilot screen – second read-out of VEEV TC-83 Vero, no call of its own (marks repeat the call); inhibition, %; measured here: 10K pilot screen inhibition
# An asterisk follows results filed as active; i = inactive; u = inconclusive; x = not tested or not shown; & = joins results of further samples.
SMILES,Salmonella PhoP GFP,M. tuberculosis,influenza NS1A,VEEV TC-83 Vero,H37Rv inhibition,others
C/C(=N/NS(=O)(=O)c1ccc(C)cc1)c1ccc2c(c1)OCO2,-7%,3%,-8%,2.1%,0%,
O=C(NCCN1C(=O)C2C3C=CC(C3)C2C1=O)Nc1ccccc1 (stereo unspecified),-11%,-5%,8%,0.0%,-1%,
O=C(NCC1CCCO1)c1ccc2c(c1)N(Cc1ccc(F)cc1)CCS2 (stereo unspecified),4%,4%,6%,2.4%,0%,
O=C1c2ccccc2C(=O)N1CC1c2ccccc2CCN1C(=O)N1CCOCC1 (stereo unspecified),-5%,7%,-1%,0.0%,-6%,VEEV TC-83 Vero 10K pilot screen=0.6
CN1CCN(S(=O)(=O)c2cccc(C(=O)Nc3sccc3C(N)=O)c2)CC1,x,7%,-2%,2.3%,10%,
Cc1ccc(C(=O)NNC(=O)C(C)Sc2nc(N)cc(N)n2)cc1 (stereo unspecified),11%,7%,3%,0.9%,3%,
CC1CCCCN1CC(=O)NC(c1ccccc1)c1ccccc1 (stereo unspecified),-11%,12%,2%,0.3%,-3%,
COc1ccc(-c2csc(NC3CCCCC3)n2)c(OC)c1,-1%,27%,2%,2.7%,0%,
CC[C@@H](C)[C@@H]1CN([C@@H](CN2CCC[C@H]2CN2C(N)=NC[C@@H]2Cc2ccccc2)C(C)C)C(=N)N1CCCC1CCCC1,x,u,4%,2.3%,u,VEEV TC-83 Vero 10K pilot screen=2.0
CCN(CC)CCCNC(=O)C(C)n1c2ccccc2c2nc(=O)cc(C)n21 (stereo unspecified),4%,-2%,2%,1.6%,-5%,
CC1=NN(C(N)=S)C(=O)C1N=Nc1ccccc1C(=O)O (stereo unspecified),-7%,-4%,1%,0.5%,-15%,
Cc1ccc(CNC(=S)Nc2cc(C(=O)O)ccc2C)cc1,11%,-23%,-1%,i,-5%,
CC(C)CC(=O)NC(=S)NNC(=O)c1ccc([N+](=O)[O-])cc1,4%,74%,3%,45%,17%,
O=C(C1CCCCC1)N1CCc2[nH]c3ccc(F)cc3c2C1,13%,-2%,0%,i,-9%,
Nc1c(N2CCCC2)c2ccccc2oc1=O,5%,12%,x,0.4%,5%,
COCCCn1c(-c2ccccc2)nc2ccccc2c1=O,-3%,-16%,-4%,i,-9%,
O=S(=O)(N/N=C\C=C\c1ccccc1)c1ccc(Br)cc1,-2%,26%,-3%,i,4%,
O=C(Nc1nnc(-c2ccco2)o1)c1ccc2ccccc2c1,2%,u,1%,0.7%,u,
COC(=O)c1c(NC(=O)CSc2ncnc3[nH]ncc23)sc2c1CCC2,-1%,34%,-17%,2.2%,u,
CC(=O)Nc1c(Cl)cc(Cl)c2c1Cc1cc(Cl)ccc1-2,x,x,2%,0.1%,x,
Cc1ccc2nc(-c3ccncc3)c(NC3CCCC3)n2c1,-11%,30%,-9%,1.7%,-4%,
CC(=O)c1ccccc1NC(=O)COC(=O)/C=C/c1ccc(OC(F)F)cc1,-2%,43%,-1%,0.2%,u,
CC(=O)N1CCSc2ccc(S(=O)(=O)NCCc3ccc(Cl)cc3)cc21,3%,-4%,7%,i,3%,
CC1CCN(c2ccc(C(=O)N3CCOCC3)cc2[N+](=O)[O-])CC1,-7%,-2%,18%,4.2%,-6%,
COc1cccc(NC(=O)CSc2nc3c(oc4ccccc43)c(=O)[nH]2)c1,-9%,-21%,30%,2.4%,-9%,VEEV TC-83 Vero 10K pilot screen=3.0
CC(C)n1c(CN(C)c2ccccc2)nc2ccccc21,-1%,12%,-6%,0.7%,-1%,
CCCN(CC(=O)Nc1ccccc1C)C(=O)CCNC(=O)c1ccccc1Cl,7%,0%,1%,0.7%,-2%,
CCCCCCc1c(C)c2ccc(OCC(=O)N3CCC[C@H]3C(=O)O)c(C)c2oc1=O,4%,0%,2%,0.7%,-6%,
CCOC(=O)N1CCN(CCC(=O)Nc2cc(OC)cc(OC)c2)CC1,5%,-1%,8%,0.1%,-3%,
CC[n+]1c(C)cc2c(sc3ccccc32)c1C,x,x,-7%,0.4%,x,
Cc1cccc(Cl)c1NC(=S)NCCc1ccccn1,-8%,8%,-18%,1.7%,6%,
C/C(N)=C(/C#N)C(=O)COC(=O)Cc1coc2ccc3ccccc3c12,-5%,25%,3%,9.0%,1%,
CC(=O)c1c(C)[nH]c(C(=O)OCC(=O)Nc2c(C)n(C)n(-c3ccccc3)c2=O)c1C,x,x,-17%,2.7%,x,
CN(C)c1ccc(P(=O)(OC2CCCCC2)C(O)c2ccncc2)cc1 (stereo unspecified),8%,33%,1%,1.7%,6%,
COc1cc(C(=O)NCCNC(=O)c2cc(OC)c(C)c(OC)c2)cc(OC)c1C,-41%,10%,1%,1.1%,4%,
Cc1ccc(CCNC(=O)CS(=O)Cc2nc(-c3cccs3)oc2C)cc1 (stereo unspecified),15%,9%,-1%,0.2%,1%,
CCCCOc1cccc(/C=C(\C#N)C(=O)NC2CC2)c1,-5%,32%,-1%,5.8%,-11%,
O=C(Nc1ccc(F)cc1F)Nc1csc2ccccc12,4%,57%,x,0.1%,u,
Cc1[nH]c2ccccc2c1C(=O)CN1CCCC1,15%,23%,-7%,0.4%,-6%,
O=C1c2ccccc2C(=O)C1c1nccc2ccccc12,-4%,16%,2%,7.3%,11%,
CCOP(=O)(OCC)C(NC(C)=O)C(=O)c1ccccc1 (stereo unspecified),6%,-8%,11%,1.4%,-3%,
COc1ccc(-c2cn[nH]c2-c2ccc(OCC(=O)NN)cc2O)cc1OC,0%,-14%,22%,i,-10%,
COc1ccc(N2CCN(C(=O)CCNC(=O)c3ccc(C(C)(C)C)cc3)CC2)cc1,12%,46%,8%,1.2%,8%,
COc1ccc(OC)c(NC(=O)COC(=O)CN2C(=O)NC3(CCCC3)C2=O)c1,x,-16%,-11%,i,6%,
CCOC(=O)[C@H]1[C@H]2COc3ccc(Br)cc3[C@@H]2N2C(=O)c3ccc(Cl)cc3NC(=O)[C@@]12C,-1%,-1%,11%,0.4%,u,
CCSc1nnc(SCC(=O)NC2CCCCC2)s1,x,u,-15%,3.9%,-6%,
CCOC(=O)CNC(=O)CSc1nc(N)cc(N)n1,-9%,13%,-1%,0.5%,5%,
CCN(CC)c1ccc(-c2n[nH]c(=S)n2-c2ccccc2C)cc1,-9%,6%,-5%,2.7%,1%,
O=C(c1ccc2c(c1)OCCO2)C1CCN(C(=O)Nc2ccccc2F)CC1,-17%,14%,-4%,3.2%,-6%,
OC(CN1CCN(c2ccccc2F)CC1)c1ccc(F)cc1 (stereo unspecified),-4%,6%,-7%,0.9%,9%,

# Next section
SMILES,Salmonella PhoP GFP,M. tuberculosis,influenza NS1A,VEEV TC-83 Vero,H37Rv inhibition,others
COc1ccc(OCc2cn(CC(=O)c3ccc(O)cc3)nn2)cc1,x,x,-4%,0.1%,x,
CN(C1=NC(=O)C(CC(=O)O)S1)c1ccc(O)cc1 (stereo unspecified),-2%,-17%,-2%,3.5%,-6%,
CCCS(=O)(=O)N1CCC(C(=O)N2CCCC2)CC1,-11%,3%,12%,0.9%,1%,
COc1ccc(N2C(=O)c3ccc(C(=O)Nc4cc(OC)ccc4OC)cc3C2=O)cc1,0%,4%,-3%,0.8%,2%,
Cc1cccc(N2CCN(C(=O)c3cccc(N4CCCC4=O)c3)C(C)C2)c1 (stereo unspecified),12%,-5%,1%,11%,0%,
Cc1ccc(C(=O)N/C(=C\c2ccco2)C(=O)NCCN2CCOCC2)cc1C,-1%,5%,25%,1.8%,-3%,
CCCC(=O)Nc1ccc(NC(=O)Cc2ccccc2)cn1,6%,-9%,-2%,0.6%,1%,
CN(NC1OC(=O)c2ccccc21)c1ccc(Cl)cc1[N+](=O)[O-] (stereo unspecified),5%,-6%,9%,u,-9%,
Fc1cccc(NCc2ccoc2)c1,-1%,1%,-3%,1.6%,-3%,
Cc1[nH]c(=S)[nH]c(=O)c1Cc1c(O)ccc2ccccc12,x,x,0%,84%,x,
CCCCCC[C@@H]([C@@H](C)O)n1cnc2c(N)ncnc21,1%,-4%,-4%,0.7%,2%,
CCn1cnc2c1c(=O)n(Cc1cccc(Br)c1)c(=O)n2Cc1ccccc1,-11%,24%,-8%,4.0%,9%,
CSc1ncccc1C(=O)OCC(=O)c1cccs1,-2%,u,8%,0.1%,11%,
O=[N+]([O-])c1c(Nc2ccccc2O)cc(Cl)c2nonc12,11%,u,14%,0.1%,9%,
COc1ccc(S(=O)(=O)CCC(=O)Nc2ccc(OC)cc2OC)cc1,-10%,12%,-12%,3.0%,-1%,
COCC(=O)Nc1ccc(OC)c(Cl)c1,2%,22%,-15%,1.3%,63%,
CCOc1ccc(C(=O)N(CC)CC(=O)Nc2ccc3c(c2)OCCO3)cc1,x,6%,-7%,1.8%,-9%,
COc1ccc(C)cc1NC(=O)c1cc2c(s1)CCC2,-5%,u,-6%,1.0%,u,
O=C(COC(=O)Cc1ccc2c(c1)OCCO2)Nc1ccc(S(=O)(=O)N2CCCC2)cc1,-5%,22%,-1%,0.8%,4%,
Cc1ccnc(NC(=O)Cc2ccc([N+](=O)[O-])cc2)c1,-8%,-5%,3%,4.7%,1%,
CCN(CC(=O)Nc1c(F)cccc1F)C(=O)CCNS(=O)(=O)c1ccccc1C(F)(F)F,2%,2%,-7%,0.3%,2%,
CCOC(=O)c1c(C)[nH]c(C)c1C(=O)COC(=O)[C@@H]1CCCN1S(=O)(=O)c1ccc(Cl)cc1,-5%,16%,9%,3.6%,-2%,
CCC1(CC)NC(=O)N(CC(=O)NCc2ccc3c(c2)OCO3)C1=O,0%,7%,-1%,i,-1%,
Cc1cc(C)c(S(=O)(=O)c2cccc(Cl)c2)c(=O)[nH]1,0%,-8%,-2%,0.7%,6%,
Cc1cc(Cl)ccc1NC(=S)N(CCCN1CCOCC1)Cc1cccs1,-5%,14%,-1%,0.8%,16%,
CN1CCc2c(c3ccccc3n2Cc2ccccc2)C1,3%,7%,1%&32%,0.7%,0%,
O=C(Nc1ccc(F)cc1)Nc1ccc(Oc2ncnc3cc(Cl)ccc23)nc1,4%,-2%,-2%,0.5%,1%,
COc1ccccc1N1CCN(CC(=O)Nc2nc(C)c(C(=O)N(C)C)s2)CC1,-5%,-7%,-4%,i,1%,
CCCN1CCN(C(=O)CCCNC(=O)c2ccc(Cl)cc2)CC1,10%,-8%,-4%,0.1%,-1%,
Cc1ccc(CNC(=O)C(=O)NCC2OCCCN2S(=O)(=O)c2ccc(F)cc2)cc1 (stereo unspecified),-6%,3%,26%,0.3%,-16%,
CC1CC(C)CN(CCCNC(=O)CN2C(=O)c3cccnc3Oc3ccc(Cl)cc32)C1 (stereo unspecified),1%,4%,9%,i,8%,
CSc1ccccc1OCc1cc(C(=O)NCCCn2nc(C)cc2C)no1,-4%,24%,-7%,9.4%,3%,
COc1ccc(-c2nc(C#N)c(NCCN(C)C)o2)cc1,3%,x,9%,0.6%,-7%,
COc1cc(OC)c(OC)cc1/C=N/NC(=O)c1cccc(S(=O)(=O)N2CCOCC2)c1,4%,-6%,-2%,0.8%,-4%,
O=C(CN1CCCCC1)Nc1ccc(F)c(Cl)c1,0%,6%,6%,0.5%,-4%,
COc1ccc(CNC(=O)CN(c2cccc(OC)c2)S(C)(=O)=O)cc1,-4%,-1%,-1%,i,-1%,
COc1ccccc1NC(=O)c1cccc(S(=O)(=O)N2CCOCC2)c1,0%,8%,3%,6.5%,-2%,
Cc1cn(CC(=O)NCCCc2ccccc2)c(=O)[nH]c1=O,x,x,16%,i,x,

# Looked up by structure from the list above, 7 records:
SMILES,Salmonella PhoP GFP,M. tuberculosis,influenza NS1A,VEEV TC-83 Vero,H37Rv inhibition,others
COc1cc(OC)c(OC)cc1/C=N/NC(=O)c1cccc(S(=O)(=O)N2CCOCC2)c1,4%,-6%,-2%,0.8%,-4%,
CSc1ccccc1OCc1cc(C(=O)NCCCn2nc(C)cc2C)no1,-4%,24%,-7%,9.4%,3%,
COc1ccc(CNC(=O)CN(c2cccc(OC)c2)S(C)(=O)=O)cc1,-4%,-1%,-1%,i,-1%,
Cc1cn(CC(=O)NCCCc2ccccc2)c(=O)[nH]c1=O,x,x,16%,i,x,
CC1CC(C)CN(CCCNC(=O)CN2C(=O)c3cccnc3Oc3ccc(Cl)cc32)C1 (stereo unspecified),1%,4%,9%,i,8%,
COc1ccc(-c2nc(C#N)c(NCCN(C)C)o2)cc1,3%,x,9%,0.6%,-7%,
COc1ccccc1NC(=O)c1cccc(S(=O)(=O)N2CCOCC2)c1,0%,8%,3%,6.5%,-2%,

# Screening data deposited in PubChem by Southern Research Specialized Biocontainment Screening Center.
